Compound activity deposited in PubChem BioAssay by The Scripps Research Institute Molecular Screening Center.
TAAR1 antagonist: human TAAR1 antagonism; inhibition, % at 3 µM; CHO RD-HGA16 TAAR1, Fluo-8 calcium fluorescence, antagonist; AID 624466; Q96RJ0; 360,000 compounds, 1.5% hits;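 active = inhibition above a per-plate cutoff, the mean inhibition of test compounds on that plate plus 3 SD, cut at about 49% in these data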;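 note: 0% = DMSO plus EC80 beta-PEA response and 100% = DMSO alone without agonist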
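Material: RD-HGA16 CHO cells with stable hTAAR1 and Gα16; Dosing: single nominal final test compound concentration of 3 µM; Schedule: seeding 17-24 h prior, 75-min 37 °C, 30-min RT dye loading; Detection: kinetic Fluo-8 calcium fluorescence measurement; Measure: % inhibition from peak post-agonist over basal fluorescence ratio; Benchmarks: vehicle and agonist controls.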
CHO parental Ca: signal in parental CHO cells, OX1R antagonist counter-screen | parental CHO-K1, ATP-induced calcium, Fluo-8 fluorescence | inhibition, % at 5.6 µM | 330,000 compounds, 0.63% hits | AID 463079;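 active = inhibition above that plate's mean sample inhibition plus 3 SD, cut at about 26% in these data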;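 note: 0% = ATP-challenged DMSO wells and 100% = DMSO wells without ATP; some compounds past the cut are filed as inactive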
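test system = CHO parental line | reagent = ATP stimulus | measured by = intracellular calcium via Fluo-8 no-wash fluorescent dye | control set = ATP and no-ATP DMSO wells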
M1 PAM: potentiates human M1 receptor response to acetylcholine; 360,000 compounds, 0.088% hits; P11229; activation, % at 3 µM; CHO-K1 hM1, Fluo-8 calcium fluorescence, ACh EC20; 0% = ACh EC20, 100% = maximal ACh; in the data active = activation above about 19%, passing the limit was not always enough
Target sequence (P11229 whole entry, looked up): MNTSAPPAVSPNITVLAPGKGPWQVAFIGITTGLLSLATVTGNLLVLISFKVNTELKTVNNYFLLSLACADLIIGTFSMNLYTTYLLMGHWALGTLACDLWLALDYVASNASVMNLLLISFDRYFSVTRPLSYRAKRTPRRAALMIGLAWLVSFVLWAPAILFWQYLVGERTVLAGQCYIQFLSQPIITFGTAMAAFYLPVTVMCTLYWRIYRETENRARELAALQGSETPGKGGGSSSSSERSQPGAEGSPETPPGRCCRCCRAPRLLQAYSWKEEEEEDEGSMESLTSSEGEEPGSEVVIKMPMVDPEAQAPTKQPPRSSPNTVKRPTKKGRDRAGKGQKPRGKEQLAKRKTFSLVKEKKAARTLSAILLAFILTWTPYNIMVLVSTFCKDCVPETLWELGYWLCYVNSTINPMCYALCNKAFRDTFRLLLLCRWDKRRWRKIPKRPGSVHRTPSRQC
M1 antag: blocks human M1 muscarinic receptor | P11229 | CHO-K1 hM1, Fluo-8 calcium fluorescence, ACh EC80 antagonist | inhibition, % at 3 µM | 360,000 compounds, 1.3% hits | AID 588852;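 active = percent inhibition above its own plate's cutoff, namely the mean of that plate's compound wells plus 3 SD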;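 note: peak over basal fluorescence ratio during 140 s after agonist addition; 0% = ACh EC80 plus DMSO and 100% = DMSO alone without agonist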
OXTR ag: human OXTR agonism; P30559; CHO-OTR cells, Fluo-8 calcium fluorescence; normalized: DMSO 0%, oxytocin 100%; activation, % at 3 µM; 320,000 compounds, 0.32% hits;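 active = activation above the mean of all tested compounds plus 3 SD, cutoff set per screening run, cut at about 20% in these data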;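 note: peak over basal fluorescence ratio from a 100 s FLIPR kinetic read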
TAAR1 agonist: agonists of human TAAR1; activation, % at 3 µM; CHO RD-HGA16 TAAR1, Fluo-8 calcium fluorescence; vehicle wells 0%, saturating PEA agonist 100%; 360,000 compounds, 0.99% hits; Q96RJ0;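 active = activation above the mean activation of all test compounds in the run plus 3 SD, cut at about 38% in these data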
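Repeats: no replicates (n 1) | Material: CHO-derived RD-HGA16 cells with stable Gα16 and human TAAR1 | Technique: Kinetic Fluo-8 calcium fluorescence | Schedule: 17-24 h seeding, 75 min 37 °C dye, 30 min RT | Evaluation: % activation from peak over basal fluorescence ratio, DMSO-to-PEA scaled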
V1aR counter: V1a receptor agonism, counter-screen for OXTR agonists; P37288; CHO-V1R cells, Fluo-8 calcium fluorescence, agonist mode; 0% DMSO, 100% 3 nM vasopressin; activation, % at 3 µM; 320,000 compounds, 0.25% hits; AID 2797;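 active = activation above the mean activation of all tested compounds plus 3 SD, per screening run, cut at about 20% in these data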;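 note: signal is peak over basal fluorescence ratio across a 100 second FLIPR read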
Target sequence (P37288 whole entry, looked up): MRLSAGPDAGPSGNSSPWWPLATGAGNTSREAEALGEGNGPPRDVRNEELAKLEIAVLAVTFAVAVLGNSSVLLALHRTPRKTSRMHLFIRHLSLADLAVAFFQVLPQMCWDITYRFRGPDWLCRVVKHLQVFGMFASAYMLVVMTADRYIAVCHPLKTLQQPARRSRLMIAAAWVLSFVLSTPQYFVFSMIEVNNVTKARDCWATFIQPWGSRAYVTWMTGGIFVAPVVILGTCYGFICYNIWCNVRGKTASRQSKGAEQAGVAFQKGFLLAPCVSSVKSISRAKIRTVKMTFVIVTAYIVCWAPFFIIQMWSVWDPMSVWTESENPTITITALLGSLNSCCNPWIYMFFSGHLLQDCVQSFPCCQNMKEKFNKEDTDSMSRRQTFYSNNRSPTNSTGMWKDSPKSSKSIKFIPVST
CHRM1 agonist: agonists of human M1 muscarinic receptor. 360,000 compounds, 0.33% hits. activation, % at 3 µM. AID 588814. CHO-K1 hM1, Fluo-8 calcium fluorescence, agonist mode; 0% DMSO, 100% acetylcholine EC100;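 active = activation above the run's mean compound activation plus 3 SD, cut at about 16% in these data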;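 note: peak over basal fluorescence ratio within a 140 s kinetic read after compound addition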
OXTR potentiator: human OXTR potentiation; CHO-OTR cells, Fluo-8 calcium fluorescence, potentiator mode; 0% = oxytocin EC15, 100% = EC100; activation, % at 3 µM; P30559; 320,000 compounds, 0.061% hits; AID 2445;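 active = activation above that plate's cutoff, the mean activation of tested compounds plus 3 SD, cut at about 6.6% in these data, passing the limit was not always enough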;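 note: 100% uses oxytocin at 75 nM as the full agonist control; some results filed as inactive read as strong as hits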
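test system = CHO-OTR cells, human receptor | compound = single-point 3.0 µM | schedule = 6 min compound pre-incubation at room temperature, 100 s kinetic read | signal = Fluo-8 no-wash calcium dye fluorescence, excitation 470-495 nm, emission 515-575 nm | repeats = single well per compound, singlicate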
* = called active by the depositor; / = no result given. Hits appear at their usual frequency, and some 3.7% of all compounds hit somewhere here.

Start of the data: the first five entries, ahead of the listing:
SMILES	TAAR1 antagonist	CHO parental Ca	M1 PAM	M1 antag	OXTR ag	TAAR1 agonist	V1aR counter	CHRM1 agonist	OXTR potentiator
Cc1ccc(N2CC(C(=O)N3CCC(C(=O)Nc4nnc(C(C)C)s4)CC3)CC2=O)cc1 (configuration not stated)	-15.0	-12.9	7.1	-9.2	-0.6	-2.3	-0.4	-11.1	-5.2
COc1ccccc1C(=O)N1CCNC(=O)C1CC(=O)Nc1cccc(C)c1 (configuration not stated)	-25.8	-8.4	12.8	-18.9	-1.0	-0.3	-0.2	1.9	0.6
COc1cc(C)ccc1OCCCOc1ccccc1Cl	10.7	5.0	2.1	-0.5	-1.5	6.7	-0.6	-3.0	-6.4
CCCOc1ccc(N2C(=O)CC(SC(=NCC)Nc3cccc(F)c3)C2=O)cc1 (configuration not stated)	23.4	-26.9	7.0	-5.7	-1.1	14.7	-0.2	-1.4	-4.0
O=C(c1nnc(Cc2ccc(Cl)cc2)o1)N1CCOCC1	6.1	-10.1	3.9	-1.4	0.0	0.5	0.8	-3.4	0.9

Main list (from the top)
SMILES	TAAR1 antagonist	CHO parental Ca	M1 PAM	M1 antag	OXTR ag	TAAR1 agonist	V1aR counter	CHRM1 agonist	OXTR potentiator
Cc1ccc(N2CC(C(=O)N3CCC(C(=O)Nc4nnc(C(C)C)s4)CC3)CC2=O)cc1 (configuration not stated)	-15.0	-12.9	7.1	-9.2	-0.6	-2.3	-0.4	-11.1	-5.2
COc1ccccc1C(=O)N1CCNC(=O)C1CC(=O)Nc1cccc(C)c1 (configuration not stated)	-25.8	-8.4	12.8	-18.9	-1.0	-0.3	-0.2	1.9	0.6
COc1cc(C)ccc1OCCCOc1ccccc1Cl	10.7	5.0	2.1	-0.5	-1.5	6.7	-0.6	-3.0	-6.4
CCCOc1ccc(N2C(=O)CC(SC(=NCC)Nc3cccc(F)c3)C2=O)cc1 (configuration not stated)	23.4	-26.9	7.0	-5.7	-1.1	14.7	-0.2	-1.4	-4.0
O=C(c1nnc(Cc2ccc(Cl)cc2)o1)N1CCOCC1	6.1	-10.1	3.9	-1.4	0.0	0.5	0.8	-3.4	0.9
O=[N+]([O-])c1ccc(COc2ccc(Br)cc2CN2CCOCC2)cc1	36.3	-27.0	2.1	0.8	-2.5	6.5	-0.9	-4.9	-7.8
CCCC(=O)NC(=S)Nc1cccc2c(O)cccc12	-10.6	-4.4	-13.9	13.7	2.7	14.1	3.8	-5.3	-8.3
COC(=O)c1cccnc1Oc1ccccc1	-10.8	-9.1	3.7	-1.8	-1.0	4.3	-0.6	-3.1	5.3
Cc1cccc(OCC(=O)NCc2nnc3ccc(C(F)(F)F)cn23)c1C	-9.2	-5.8	1.1	-0.8	-0.8	11.3	0.1	-2.4	-4.2
O=C(c1ccccc1)c1ccc(Cn2cc(CCCO)nn2)cc1	-0.5	-2.1	-6.8	11.3	7.4	7.2	10.2	0.1	-15.8
CCOC(=O)C1CCCN(S(=O)(=O)c2cc3c(cc2Cl)NC(=O)CO3)C1 (configuration not stated)	-22.0	-11.7	-1.5	-1.8	1.8	5.6	0.9	4.9	-1.6
Cc1cccc(OCC(O)CN2CCOCC2)c1 (configuration not stated)	-14.7	/	11.1	-11.2	/	0.1	/	-5.3	/
O=C1CC(Cc2ccc(Cl)cc2)C(=O)N1c1cc(Cl)ccn1 (configuration not stated)	-23.3	-23.9	2.8	-6.2	-1.8	2.1	-2.2	-1.6	1.0
CC(Sc1ccc(Cl)cc1)C(=O)Nc1ccccc1C(=O)N1CCOCC1 (configuration not stated)	0.9	-26.9	9.3	-9.6	0.1	10.3	-0.3	-3.5	-3.6
C[C@@H]1COC(=O)[C@@H](CC(=O)OC(C)(C)C)C/C=C\C[C@@H](CC(=O)N(CCO)Cc2ccccc2)C(=O)N1	-31.8	-10.0	2.5	-4.1	-0.2	5.4	0.4	-2.9	-8.4
O=C1OC(c2ccccc2)=N/C1=C\N1CCCCC1	-8.9	-4.9	-2.6	-18.9	-1.3	6.2	2.1	-5.1	-4.0
CCN1CCN(c2ccc(NC(=O)CCc3c(C)nc4c(-c5ccc(F)cc5)c(C)nn4c3C)cc2)CC1	29.3	-4.7	-25.6	33.5*	5.7	25.4	1.3	-9.1	-6.4
CC(=O)NC(Cc1ccc(F)c(F)c1)C(=O)NC1CCN(S(=O)(=O)c2ccc(C)cc2)CC1 (configuration not stated)	-6.7	/	3.9	-10.6	/	3.2	/	-8.6	/
CN(C)C(=S)NC(=O)C12CC3CC(C)(CC(C)(C3)C1)C2	5.0	-7.6	3.6	-10.9	-1.5	3.4	-1.1	-4.8	5.2
O=C(Nn1cnc2ccccc2c1=O)c1ccccc1[N+](=O)[O-]	-1.9	-13.4	13.0	-6.0	0.3	11.9	1.6	-6.8	9.1
COc1ccc(CNC(=O)c2cccc3c(-c4cccc(C(N)=O)c4)coc23)cc1OC	55.7*	/	-19.3	38.8*	/	21.0	/	5.5	/
O=C(CNC(=O)c1ccc(Cl)cc1)N/N=C/C=C/c1ccccc1	-1.2	-9.0	1.4	6.2	-1.9	24.0	0.0	-7.2	-3.3
COCc1nnc(NC(=O)c2ccc(S(=O)(=O)N(C)Cc3ccccc3)cc2)o1	7.7	6.5	4.4	-8.0	-0.1	-1.8	1.7	2.8	0.5
COc1ccc(/C=N/NC(=O)C(=O)Nc2ccccn2)cc1OC	0.2	-8.1	9.3	-7.1	-0.2	9.0	4.4	1.1	-9.3
CCCCCCC(=O)OCC(=O)c1ccc2c(c1)NC(=O)CO2	-26.1	14.8	7.8	-0.2	-0.3	0.1	2.0	-4.3	-6.1
(next part)
SMILES	TAAR1 antagonist	CHO parental Ca	M1 PAM	M1 antag	OXTR ag	TAAR1 agonist	V1aR counter	CHRM1 agonist	OXTR potentiator
Cc1csc(SCC(=O)NC(C)c2ccc(F)cc2)n1 (configuration not stated)	-4.7	6.8	5.8	-5.5	-1.1	-0.5	3.1	-6.3	-11.5
C=CCSc1nnc(CNC(=O)c2ccccc2C)n1C(C)C	1.9	-6.0	-0.3	2.1	-0.3	8.2	0.0	-4.1	-6.0
CC(C)(C)C(=O)Nc1nnc(SCC(=O)NC2CC2)s1	0.4	1.1	-8.6	13.2	0.8	4.2	-0.4	-1.6	-0.5
COc1cc(CCC(=O)Nc2cc(S(=O)(=O)N3CCOCC3)ccc2OC(C)C)cc(OC)c1OC	-31.7	/	6.5	-10.6	/	2.4	/	-3.1	/
Cc1cc(C)c(NS(=O)(=O)c2c(C(=O)N3CCOCC3)c(C)n(C)c2C)c(C)c1	-14.0	-13.2	5.1	-6.9	-0.6	2.2	0.2	-1.3	-2.0
C=C(C)COc1ccc(-c2nc(N)ncc2-c2ccc(OC)c(OC)c2)c(O)c1	9.8	/	3.8	-7.3	/	10.9	/	-3.6	/
O=C(Oc1ccc(Br)cc1C(=O)/C=C/c1ccccc1F)c1ccco1	5.0	-21.6	13.0	-14.7	-0.2	-1.0	-1.2	-2.4	-1.8
O=C(O)CCC(=O)NNc1ccccc1[N+](=O)[O-]	-1.3	-2.9	5.3	-6.7	0.0	1.1	1.1	-1.3	-4.6
O=C(NCc1cccnc1)/C(=C/c1ccc(Cl)cc1)NC(=O)c1ccccc1	-2.1	-12.9	-4.2	1.0	1.4	1.8	1.4	-7.6	-10.4
CCOC(=O)C1=C(C)NC(=S)N(C(C)=O)C1c1ccc(OC)c(OC)c1 (configuration not stated)	-22.4	-25.8	0.4	-5.4	0.0	3.9	1.8	-2.2	-8.2
Cc1ccccc1-c1nc(CS(=O)CC(=O)NCCN2CCN(Cc3ccccc3)CC2)c(C)o1 (configuration not stated)	6.6	-11.3	2.7	-9.0	1.7	8.1	1.5	-6.1	-16.7
CC(C)c1ccc(C2C3=C(CC(C)(C)CC3=O)NC3=C2C(=O)c2ccccc23)cc1 (configuration not stated)	-3.4	-24.9	-5.9	1.9	1.0	2.8	1.3	-2.2	-4.2
Cc1cc2ncn(C(=O)N3CCCC3)c2cc1C	-12.7	-8.0	9.8	-9.5	-1.5	-3.3	0.2	-2.1	-21.3
COc1ccc(CNC(=O)C(c2ccco2)N(C(=O)c2snc(C(N)=O)c2N)c2cccc(OC)c2)cc1 (configuration not stated)	19.7	-16.2	9.7	-6.0	0.4	4.8	1.5	0.3	-11.8
c1ccc(CCCc2nc(-c3ccccn3)no2)cc1	0.5	-7.1	5.6	-13.0	0.0	2.8	0.0	-4.5	-12.9
O=C1Cc2c(-c3ccccc3)cc(-c3cccc(Cl)c3)nc2-c2ccccc2N1	-15.3	/	22.8	-16.3	/	0.7	/	6.0	/
COCCNC(=O)C1(C)CCCN(CCOc2ccc(Cl)cc2)C1 (configuration not stated)	-14.2	/	-3.8	-4.2	/	2.2	/	-8.5	/
O=[n+]1cc(-c2cccc3ccccc23)n([O-])c2c1CCC2	-3.4	-13.4	6.5	-8.0	-0.7	7.2	0.0	-2.9	-9.4
CCCS(=O)(=O)NCc1cn2cccc(C)c2n1	-24.7	-8.2	-12.9	27.4	0.3	0.9	0.8	-2.3	2.8
C/C(=N\NS(=O)(=O)c1ccc(C)cc1)c1cccs1	-6.8	-7.8	8.8	-15.0	-1.1	4.0	-0.7	-2.1	-2.9
CC1CN(CC(=O)Nc2nc3ccccc3s2)CC(C)O1 (configuration not stated)	4.1	-13.3	6.8	-13.9	0.1	-0.3	1.4	-1.8	1.4
CC[C@]12c3[nH]c4cc(-c5ccco5)ccc4c3CCN1C(=O)[C@@H](CC(=O)NCCCn1ccnc1)C[C@@H]2C(=O)N1CCN(C(=O)C2CC2)CC1	-10.5	-6.0	19.7	-11.5	/	1.0	/	-7.5	/
Cc1ccc(NC(=O)C(C)SCc2nc3sc(C)c(C)c3c(=O)[nH]2)nc1 (configuration not stated)	7.8	-18.7	6.1	-22.5	-0.1	0.3	0.1	-3.9	4.8
COc1ccc(S(=O)(=O)NC2CCCCC2)cc1F	-7.9	/	1.0	-2.5	/	4.4	/	-6.2	/
Cc1ccc(NC(=S)NC(=O)C2CCC2)cc1C	0.2	-8.0	-0.4	1.5	-0.9	0.5	-1.4	-5.0	-5.4
Cc1nc2ccccc2c2ncccc12	-4.2	-1.4	4.7	-6.0	0.3	1.0	1.2	-3.4	-3.3
COc1cc(NC(=O)C(Cc2ccccc2)n2cccc2)cc(OC)c1 (configuration not stated)	4.5	-9.2	7.7	-8.2	-2.4	-1.8	-0.6	-0.8	-11.7
